# Source: PubChem BioAssay
# Autophagy mod: alters autophagy in cells | calls only at 10 µM (by protocol) | AID 463193 | MEF GFP-LC3 puncta imaging; test concentration mostly 10 µM | 0.98% of 190,000 active;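 active = percentage of spot-positive cells more than 3 SD above its plate mean, without a fluorescence outlier flag or 80% toxicity; inconclusive = no clear call, values can overlap the other calls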;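 also: spot-positive cell cutoff set from DMSO-treated cells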
# UTI89 phage lysis: protection from phage-mediated lysis, alamar blue read-out – E. coli UTI89, K1F phage, bacterial capsule biogenesis inhibitors (AID 488966) | E. coli UTI89 K1F phage lysis, alamar blue, 2 h; higher % means a stronger effect | inhibition, % at 100 µM; hits with a dose series show IC50 in µM | 0.02% of 340,000 active;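 active = phage lysis inhibition, versus mean bacterial control, above a set limit; inconclusive = no clear call, values can overlap the other calls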;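 also: capsule biogenesis inhibitors block K1F phage lysis so surviving cells raise fluorescence; higher fluorescence means more inhibition of phage lysis; actives were called in the ten point dose series up to 300 µM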
# RSV CPE inhibition: inhibition of RSV-induced cytopathic effect – HEp-2 cells, primary 10 µM value included (AID 2391); HEp-2 cells, RSV-induced CPE inhibition; higher % means a stronger effect; one-dose CPE inhibition, % at 10 µM; IC50 in µM for titrated hits; 0.13% of 310,000 active; in the data active = a potency from the dose series; inconclusive = CPE inhibition mostly from about 23% at the one dose, without a potency; inactive = the rest, 99 in 100 with CPE inhibition below about 21%; also: strong numbers were not always called active
# GPR35 arrestin U2OS: GPR35 antagonists blocking zaprinast-driven arrestin recruitment, primary screen, imaging, U2OS, beta-arrestin-GFP, zaprinast agonist (AID 2058); U2OS GPR35 beta-arrestin-GFP translocation imaging, zaprinast antagonism; higher % means a stronger effect; one-dose inhibition, % at 10 µM; IC50 in µM for titrated hits; 0.052% of 290,000 active;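 active = inhibition of at least 50% with at least 30 cells and total cytoplasm GFP at most 10,000,000; inconclusive = under 30 cells or total GFP of 10,000,000 plus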
# WT yeast gro inh: growth inhibition of WT yeast, mitochondrial fusion screen | mitochondrial fusion phenotypic screen, WT strain | inhibition, % at 10 µM | 2.1% of 190,000 active | AID 1362; in the data active = inhibition above about 58%; tested in S. cerevisiae
# NTR1 ag: NTR1-driven beta-arrestin-GFP spot formation – imaging, U2OS cells, high content, primary screen (AID 493036). activation, % at 20 µM. agonist mode. 0.17% of 330,000 active. P30989;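 active = activation at or above 40% of the spot to cytoplasm intensity ratio, with at least 20 cells analyzed; inconclusive = wells under 20 cells, flagged as cytotoxic or low count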;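 also: 0% = DMSO without peptide and 100% = 100 nM NTR1 peptide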
# Target sequence (P30989 whole entry, looked up): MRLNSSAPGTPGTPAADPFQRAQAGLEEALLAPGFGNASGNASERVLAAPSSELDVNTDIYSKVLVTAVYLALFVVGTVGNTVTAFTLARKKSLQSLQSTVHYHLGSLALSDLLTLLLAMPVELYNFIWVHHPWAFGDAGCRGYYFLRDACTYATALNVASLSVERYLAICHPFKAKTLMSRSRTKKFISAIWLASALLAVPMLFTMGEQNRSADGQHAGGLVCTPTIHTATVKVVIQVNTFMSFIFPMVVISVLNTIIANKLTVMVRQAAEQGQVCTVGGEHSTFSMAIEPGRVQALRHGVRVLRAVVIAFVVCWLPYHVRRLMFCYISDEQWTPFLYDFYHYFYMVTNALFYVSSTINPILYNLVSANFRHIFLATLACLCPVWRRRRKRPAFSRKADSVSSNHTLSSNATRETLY
# Dengue-2 NS5 capping: flavivirus cap methylation enzyme inhibition – biochemical, confirmation dose response, primary screen (AID 588689); Dengue-2 NS5 methyltransferase capping enzyme assay, biochemical; higher % means a stronger effect; 0.3% of 340,000 active; one-dose inhibition, % at 25 µM; IC50 in µM for titrated hits; in the data active = a potency from the dose series; inconclusive = inhibition above about 29% without an active follow-up result
# AID2073: inhibitors of Mint1-CaV2.2 protein interaction, biochemical, HTRF (AID 2073); HTRF protein-protein interaction, Mint1-CaV2.2; higher % means a stronger effect; one-dose inhibition, % at 20 µM; IC50 in µM for titrated hits; 0.19% of 290,000 active; in the data active = inhibition mostly above about 51%, no sharp cut-off; inconclusive = no clear call, values can overlap the other calls; inactive = mostly below about 53%; also: some results filed as inactive read as strong as hits
# LYP phosphatase: inhibitors of LYP phosphatase, biochemical, fluorescence intensity, uHTS (AID 1779); 0.054% of 290,000 active; recombinant LYP phosphatase, fluorescence intensity; higher % means a stronger effect; one-dose inhibition, % at 11.5 µM; IC50 in µM for titrated hits; in the data active = inhibition above about 50%;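 also: plate controls were vehicle with enzyme for no effect and no enzyme for full effect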
# WT yeast gro inh mutant strain: recorded beside WT yeast gro inh, whose call it bears; inhibition, %; mitochondrial fusion phenotypic screen, mutant strain inhibition
# Autophagy mod cell loss 18 h: also measured in Autophagy mod; calls as there; toxicity, %; measured here: cell loss, nuclei count;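 cell loss after 18 h compound exposure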
# NTR1 ag cell count 20 µM: recorded beside NTR1 ag, whose call it bears; cell count; measured here: cell count, cytotoxicity flag
# Dengue-2 NS5 capping pilot replicate: also measured in Dengue-2 NS5 capping; calls as there; inhibition, %; measured here: pilot screen replicate inhibition
# An asterisk follows results filed as active; i = inactive; ? = inconclusive; · = not tested or not shown; + = active, no number; [ ] = dose if it differs, or a comment.
SMILES,Autophagy mod,Autophagy mod cell loss 18 h,UTI89 phage lysis,RSV CPE inhibition,GPR35 arrestin U2OS,WT yeast gro inh,WT yeast gro inh mutant strain,NTR1 ag,NTR1 ag cell count 20 µM,Dengue-2 NS5 capping,AID2073,LYP phosphatase,others
COCCCn1cnc2c(c1=O)c1nc3ccccc3nc1n2CCc1ccccc1,i,2,2.0%,·,-1%,16,12,7.0,64,0%,10%,-5%,
O=c1[nH]cc(N(CCO)CCO)c(=O)[nH]1,·,·,2.3%[50 µM],1.6%,0%,·,·,2.2,59,1%,3%,-7%,
Cc1ccc(NC(=O)Cn2c(CCC(=O)O)ccc2-c2cccs2)cc1Cl,i,19,-0.1%,-0.1%,-8%,1,4,0.2,32,-10%,29%,-4%,
COc1c(Cl)cc(-c2noc(C)c2C(=O)NCc2ccccc2)cc1Cl,i,9,2.5%,1.4%,19%,6,2,-1.6,55,-4%,0%,-4%,
O=S(=O)(c1ccccc1)N1CCN=C1SCc1ccccc1Cl,i,-2,-0.1%,3.3%,8%,46,36,-1.1,85,-6%,-14%,2%,
CC(C)(C)NC(=O)NC(=O)CSc1nnc(-c2ccccc2F)n1N,i,-1,-0.2%,1.5%,1%,8,3,-0.7,36,-3%,-5%,-2%,
Nc1ccc(C(=O)OCC(=O)NC2CCS(=O)(=O)C2)cc1[N+](=O)[O-] (centres undefined),·,·,0.1%,0.9%,4%,·,·,-0.5,52,-9%,4%,-1%,
O=C(Nn1cnc2ccccc2c1=O)c1ccc([N+](=O)[O-])cc1,i,3,-0.7%,-1.5%,-2%,12,12,1.3,58,-6%,-11%,0%,
CN1CCc2c(sc3c2c(=O)n(-c2ccc(Cl)cc2)c2nncn32)C1,i,8,1.5%,0.5%,0%,1,-8,-0.8,82,-5%,2%,-9%,
Cc1ccc(-c2csc3ncnc(SCC(=O)Nc4nnc(C)s4)c23)cc1,i,2,-0.3%,0.1%,9%,5,9,3.7,97,13%,3%,6%,Dengue-2 NS5 capping pilot replicate=2.0

# An excerpt from above in order of molecular weight, descending:
SMILES,Autophagy mod,Autophagy mod cell loss 18 h,UTI89 phage lysis,RSV CPE inhibition,GPR35 arrestin U2OS,WT yeast gro inh,WT yeast gro inh mutant strain,NTR1 ag,NTR1 ag cell count 20 µM,Dengue-2 NS5 capping,AID2073,LYP phosphatase,others
Cc1ccc(NC(=O)Cn2c(CCC(=O)O)ccc2-c2cccs2)cc1Cl,i,19,-0.1%,-0.1%,-8%,1,4,0.2,32,-10%,29%,-4%,
COc1c(Cl)cc(-c2noc(C)c2C(=O)NCc2ccccc2)cc1Cl,i,9,2.5%,1.4%,19%,6,2,-1.6,55,-4%,0%,-4%,
CN1CCc2c(sc3c2c(=O)n(-c2ccc(Cl)cc2)c2nncn32)C1,i,8,1.5%,0.5%,0%,1,-8,-0.8,82,-5%,2%,-9%,
O=S(=O)(c1ccccc1)N1CCN=C1SCc1ccccc1Cl,i,-2,-0.1%,3.3%,8%,46,36,-1.1,85,-6%,-14%,2%,

# The listing picks up with the 2 entries that preceded the break.
SMILES,Autophagy mod,Autophagy mod cell loss 18 h,UTI89 phage lysis,RSV CPE inhibition,GPR35 arrestin U2OS,WT yeast gro inh,WT yeast gro inh mutant strain,NTR1 ag,NTR1 ag cell count 20 µM,Dengue-2 NS5 capping,AID2073,LYP phosphatase,others
CN1CCc2c(sc3c2c(=O)n(-c2ccc(Cl)cc2)c2nncn32)C1,i,8,1.5%,0.5%,0%,1,-8,-0.8,82,-5%,2%,-9%,
Cc1ccc(-c2csc3ncnc(SCC(=O)Nc4nnc(C)s4)c23)cc1,i,2,-0.3%,0.1%,9%,5,9,3.7,97,13%,3%,6%,Dengue-2 NS5 capping pilot replicate=2.0
CC(C)[C@H](NC(=O)[C@H]1N2C(=O)c3ccccc3C2SC1(C)C)C(=O)NCc1ccco1 (some centres undefined),·,·,0.2%,0.8%,-3%,·,·,-0.3,80,-5%,5%,7%,
Cc1ccc(NC(=O)Cn2cccc2)cc1Cl,i,3,0.6%,-0.1%,3%,-5,-8,1.7,72,-2%,-5%,-4%,
CCn1c(SCC(=O)N2CCCCCC2)nc2ccccc2c1=O,·,·,-0.3%,4.3%,6%,·,·,0.6,55,0%,4%,-4%,
Cn1c(=O)c2[nH]c(N3CCCCC3)nc2n(C)c1=O,·,·,0.1%,5.2%,25%,·,·,-1.7,95,4%,12%,-5%,
CC(=O)Nc1ccc(/C(C)=N/Nc2nc(Nc3cccc4ccccc34)nc(N3CCOCC3)n2)cc1,i,-6,?,7.4%,10%,28,-1,2.5,41,3%,6%,1%,
O=C(NC1CCCCCCC1)c1cccs1,·,·,-0.3%,0.6%,5%,·,·,1.2,55,12%,8%,-6%,
CCNC(=O)CSc1nc2ccccc2c(=O)n1CCCOC(C)C,i,10,1.1%,1.2%,3%,14,25,0.2,76,4%,-4%,-12%,
COc1ccc(N2CCN(C(=O)Cn3cnc4c(cnn4-c4ccc(C)cc4)c3=O)CC2)cc1,+,7.5*,1.7%,2.7%,-5%,0,-4,12,68,-2%,36%,-4%,
O=C(OCCOc1ccccc1F)c1cccc(S(=O)(=O)N2CCOCC2)c1,·,·,0.2%[50 µM],1.9%,·,·,·,1.3,44,9%,·,·,
NCc1cccc(CNc2ccc([N+](=O)[O-])cc2C(N)=O)c1,·,·,0.9%,-1.8%,·,·,·,-0.7,85,2%,·,·,
Cc1ccccc1CS(=O)(=O)Cc1ccc(C(=O)NCc2ccccn2)o1,i,-43,1.1%,1.3%,-6%,-10,-21,-0.8,58,17%,-16%,-14%,
COC(=O)CNc1cc(S(=O)(=O)N2CCCCC2)ccc1Oc1ccc(C(=O)OC)cc1,·,·,0.3%,1.4%,-3%,·,·,5.1,47,-4%,7%,0%,
Nc1nc2ccc(-c3nc4ccccc4o3)cc2s1,i,14,0.2%,-4.1%,-5%,-6,4,-0.7,51,5%,10%,-14%,
CN(CC(=O)NCc1ccccc1)S(=O)(=O)c1cnc[nH]1,i,1,-0.1%,-0.1%,10%,7,15,1.1,42,-3%,-1%,-11%,
COc1ccc(C(=O)NCC2(c3ccccc3)CCCC2)c(OC)c1,·,·,-0.8%[50 µM],21%,10%,·,·,3.6,95,-6%,35%,-4%,
CCOc1ccc(=O)n(-c2ccccc2)n1,i,2,-1.3%,0.5%,-6%,-6,-4,1.4,62,6%,-7%,-7%,
O=S(=O)(c1ccc(F)cc1)N1CCCc2ccccc21,·,·,·,2.3%,-14%,·,·,-0.8,59,·,0%,-7%,
CC(C(=O)NCc1cccs1)n1cccc1 (centres undefined),i,12,0.2%,0.0%,14%,-7,-9,-1.2,32,-3%,-4%,-2%,
COc1ccc(CN2CCN(S(=O)(=O)c3ccc(F)cc3)CC2)cc1OC,i,8,3.9%,12%,-2%,14,12,0.4,59,-2%,1%,-10%,
COCCNC(=O)c1ccc(S(=O)(=O)N2CCCc3ccccc32)cc1,·,·,0.3%,5.9%,-3%,·,·,1.8,46,-2%,10%,-10%,
O=C(c1ccc(S(=O)(=O)N2CCc3ccccc3C2)cc1)N1CCCCC1,i,5,0.1%,1.4%,-6%,-3,-3,0.6,91,-5%,23%,-3%,
CC(NC(=O)C(c1ccccc1)c1ccccc1)c1ccccc1 (centres undefined),·,·,0.1%,1.0%,·,·,·,0.2,62,-11%,·,·,
CCOc1ccccc1C(=O)Nc1cccc2cccnc12,·,·,0.4%,68%,-14%,·,·,10,55,3%,11%,-9%,
Brc1ccccc1/C=N/Nc1ccc2ccccc2n1,i,18,1.7%,7.5%,-6%,69*,51*,6.6,65,1%,-1%,7%,
Cc1cc(C(=O)N/N=C/c2ccc(N(C)C)o2)cs1,·,·,-0.4%,3.6%,2%,·,·,2.5,86,-2%,38%,-5%,
CCOC(=O)C1=C(O)c2ccccc2C(=O)/C1=C\c1ccc(C)cc1,i,19,-4.0%,27%,3%,4,10,·,·,?,49%,-7%,
CN(C)C(CNC(=O)CCNC(=O)c1ccc(Cl)cc1)c1ccco1 (centres undefined),·,·,1.3%[50 µM],0.3%,·,·,·,1.9,38,2%,·,·,
CCCC(=O)Nc1sc(C)c(C)c1C(=O)Nc1cccc(C)c1,i,10,-0.2%,-0.6%,4%,7,9,0.1,53,2%,1%,2%,
COc1cc(C(=O)NNC(=O)c2ccc(S(=O)(=O)N3CCCCC3)cc2)cc(OC)c1OC,i,5,1.4%[50 µM],2.2%,-10%,-1,-2,-1.3,60,-5%,6%,-6%,
Cc1cc(C(=O)NC2CCCc3c2cnn3-c2ccc(C(C)(C)C)cc2)n[nH]1 (centres undefined),·,·,3.1%,-1.7%,-2%,·,·,1.2,65,-6%,13%,-6%,
Cc1ccc(C2=Nc3ccc(Br)cc3C(c3ccncc3)=NN2)cc1,i,2,0.5%,9.0%,1%,14,-5,1.2,80,3%,-3%,-2%,
Cc1nn(C)cc1S(=O)(=O)N1CCN(c2cccc(Cl)c2)CC1,·,·,0.0%[50 µM],4.1%,3%,·,·,-0.7,58,-5%,-8%,-11%,
CC(=O)/C(=N/Nc1ccccc1)Sc1nnc(C(O)c2ccccc2)n1-c1ccccc1 (centres undefined),i,-1,0.0%,3.4%,-1%,-18,2,2.2,70,-11%,-33%,-3%,
O=C(NC1CCCCCC1)c1ccc(OCC2CCCO2)cc1 (centres undefined),i,-4,0.6%,1.0%,2%,5,4,1.0,81,-9%,-5%,-12%,
CCOC(=O)Cn1nc(C)n(-c2ccc(Br)cc2)c1=O,i,-5,0.7%,0.7%,-29%,-18,-6,-1.5,85,-3%,5%,-6%,
Cc1noc(C)c1COC(=O)C1COc2ccccc2O1 (centres undefined),i,-6,1.6%,1.4%,-8%,·,·,-1.2,83,2%,4%,3%,
CCN(CC)c1ccc(S(=O)(=O)N2CCOCC2)cc1NC(=O)COC(=O)c1cccnc1SC,·,·,-0.2%[50 µM],1.3%,·,·,·,11,78,4%,·,·,
Cc1ccc(NC(=O)CS(=O)CC(=O)N(C2CCCC2)C(C)C(=O)NC2CCCCC2)cc1 (centres undefined),i,-8,0.6%,-0.1%,-11%,-1,-15,-0.7,46,-1%,16%,-3%,
CCCCCCn1c(=O)[nH]c2nc3cc(N)c(C)cc3nc2c1=O,i,-2,-0.2%,·,1%,-4,-12,·,·,?,4%,1%,
O=C(COC(=O)CNC(=O)c1ccccc1F)Nc1ccc2c(c1)OCCO2,i,-5,0.3%,2.4%,1%,-14,-6,0.8,73,4%,2%,0%,
C=CCn1c(=S)[nH]c2scc(-c3ccco3)c2c1=O,·,·,-1.9%[50 µM],0.1%,-4%,·,·,-0.8,67,41%,46%,3%,
